# Screens from PubChem BioAssay.
# LYP inhibition: inhibitors of LYP phosphatase, biochemical, fluorescence intensity, uHTS (AID 1779); 0.054% of 290,000 active; recombinant LYP phosphatase, fluorescence intensity; higher % means a stronger effect; one-dose inhibition, % at 11.5 µM; IC50 in µM for titrated hits;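 also: plate controls were vehicle with enzyme for no effect and no enzyme for full effect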
# Hep lipid drop: hepatic lipid droplet formation modulation; inhibition, % at 6.5 µM; 0.4% of 240,000 active; AML12 mouse hepatocytes, oleate lipid droplets, BODIPY imaging;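 active = lipid droplet intensity inhibited by at least 50%, with more than 500 cells counted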
#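 Technique: fluorescence imaging, 20x objective, two fields per well / Assay system: AML12 hepatocytes (mouse) / Measure: % inhibition of lipid droplet signal / Doses: 6.5 µM single-point dosing / Incubation: overnight exposure / Reagent: 100 µM oleic acid challenge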
# AID2073: inhibitors of Mint1-CaV2.2 protein interaction, biochemical, HTRF (AID 2073) | 0.19% of 290,000 active | HTRF protein-protein interaction, Mint1-CaV2.2; higher % means a stronger effect | inhibition, % at 20 µM; hits with a dose series show IC50 in µM; in the data active = inhibition mostly above about 51%, no sharp cut-off; also: some results filed as inactive read as strong as hits
# XIAP displacement: XIAP antagonists, biochemical, IAP family, fluorescence polarization (AID 1018). XIAP BIR domain, fluorescence polarization peptide displacement; higher % means a stronger effect. one-dose displacement, % at 20 µM; IC50 in µM for titrated hits. 0.007% of 200,000 active; in the data active = displacement above about 50%; also: a part of the inactive calls stands beside numbers as strong as those of hits
# SIAH1 antagonists: blockers of Siah-1 interaction with plectin peptide – biochemical, fluorescence polarization, rhodamine-plectin, uHTS, primary screen (AID 1817); Siah-1 / rhodamine-plectin peptide fluorescence polarization; higher % means a stronger effect; displacement, % at 20 µM; hits with a dose series show IC50 in µM; 0.02% of 290,000 active;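 active = displacement of at least 50% at 20 µM, with a fluorescence ratio check between 0.3 and a set limit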;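 also: plate controls were Siah plus tracer with DMSO for no effect and tracer alone without Siah for full effect; strong numbers were not always called active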
# NOD2 inhibition: inhibition of NOD2-driven NF-kB reporter – cell-based, luminescence, uHTS, HEK293 (AID 1566); HEK293 NOD2/NF-kB luciferase reporter, luminescence; higher % means a stronger effect; inhibition, % at 4 µM; hits with a dose series show EC50 in µM; 0.63% of 290,000 active; also: many of its hits are not listed in these tables
# M1AAP inhibition: P. falciparum M1AAP inhibitors, biochemical, fluorogenic H-Leu-NHMec substrate, 1536-well (AID 1445) | recombinant M1AAP, H-Leu-NHMec fluorogenic kinetic assay; higher % means a stronger effect | one-dose inhibition, % at 30 µM; IC50 in µM for titrated hits | 0.42% of 220,000 active;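 active = primary inhibition above the hit cutoff, then over 50% inhibition at one or more dose response concentrations, cut at about 23% in these data, passing the limit was not always enough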;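 also: plate controls were DMSO full reaction for no effect and no enzyme background for full effect; strong numbers were not always called active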
# CSM14.1 death rescue: rescue of cells from ER stress-induced death, primary screen, 384-well, CSM14.1, thapsigargin, ATP luminescence (AID 1222) | CSM14.1 thapsigargin-induced death rescue, ATP luminescence; higher % means a stronger effect | one-dose cellular ATP content (survival), % at 20 µM; EC50 in µM for titrated hits | 190,000 tested, under 10 active;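 active = EC50 below 50 µM in the dose-response confirmation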;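 also: death triggered by thapsigargin at about 15 µM added after 2 h compound pretreatment; cell ATP read after overnight thapsigargin exposure of roughly 18 to 22 hours; normalized against plate controls of thapsigargin alone and 5% DMSO vehicle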
# M17LAP inhibition: P. falciparum M17LAP inhibitors, primary screen, biochemical, fluorogenic H-Leu-NHMec substrate, 1536-well (AID 1619). inhibition, % at 30 µM; hits with a dose series show IC50 in µM. recombinant M17LAP, H-Leu-NHMec fluorogenic kinetic assay; higher % means a stronger effect. 0.38% of 220,000 active;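 active = compound inhibiting the enzyme by more than half at any dose during confirmatory dose-response retesting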;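 also: plate controls were full reaction with DMSO carrier for no effect and no enzyme background for full effect; strong numbers were not always called active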
# Hep lipid drop cells 6.5 µM: also measured in Hep lipid drop; calls as there; cell count; measured here: cell count, cytotoxicity flag;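 cells counted across two imaged fields per well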
# Numbers without * were called inactive; nt = no result given. Rule as the data show it, unless noted: active = inhibition above about 50%; inactive = the rest. Only part of the results is shown; the hit share may differ from the screen's.
SMILES,LYP inhibition,Hep lipid drop,Hep lipid drop cells 6.5 µM,AID2073,XIAP displacement,SIAH1 antagonists,NOD2 inhibition,M1AAP inhibition,CSM14.1 death rescue,M17LAP inhibition
Cc1ccsc1C(=O)N1CCCC(N(C)Cc2ccccc2)C1 (stereo not drawn),-9%,1,847,-3%,nt,4%,-5%,nt,nt,nt
COc1cccc(NC(=O)C2CCCO2)c1 (stereo not drawn),-2%,5,818,11%,nt,-1%,5%,nt,nt,nt
COC(=O)c1nc2cc(C)ccn2c1F,-9%,3,699,1%,-5.3%,2%,1%,1%,nt,5%
Cc1cccc(N(C)C(=O)CCS(=O)(=O)c2cccc3nonc23)c1,3%,-2,808,-9%,-0.7%,2%,1%,3%,-2.0%,2%
COc1ccc(OCc2cc(C(=O)N(C)CCC3CCOCC3)no2)c(Cl)c1,-1%,-11,593,-1%,nt,1%,-35%,nt,nt,nt
CCN1C(=O)N/C(=C/c2ccc(Sc3ccc(C)cc3)o2)C1=O,1%,nt,nt,-20%,-5.4%,6%,-34%,-4%,-1.6%,9%
CCCCN(CCCNC(=O)C1CCN(C(=O)c2cc3sccc3n2C)CC1)Cc1ccccc1,-6%,-5,632,0%,nt,-8%,9%,nt,nt,nt
COc1ccc(C(c2nnnn2C(C)(C)C)N2CCN(C)CC2)cc1OC (stereo not drawn),-3%,nt,nt,-15%,-0.6%,9%,-7%,-3%,-0.2%,6%
O=C(CN1CCC2(CC1)OCCO2)c1ccc2cc[nH]c2c1,3%,20,641,5%,-6.7%,-2%,13%,23%,-0.1%,-18%
CCOC(=O)c1cnc(SCC(=O)N2CCOCC2)nc1N,-3%,8,727,-8%,-3.3%,9%,-6%,3%,-0.4%,7%
O=C(Nc1cccnc1)c1cc(Cl)ccc1Cl,-8%,13,874,9%,nt,-3%,6%,nt,nt,nt
Cc1nn(CC(=O)NCCCN2CCOCC2)c(C)c1[N+](=O)[O-],-2%,-1,689,3%,-2.9%,-2%,-7%,0%,-1.2%,4%
O=C(C1CCN(Cc2ccc(F)cc2)CC1)N(CCc1ccccc1)Cc1ccccc1,1%,-22,637,0%,-7.8%,0%,-19%,-2%,2.4%,9%
CCOC(=O)C(C)Oc1cccc2c(=O)n(CC(=O)N3CCN(C(=O)OCC)CC3)ccc12 (stereo not drawn),-11%,nt,nt,38%,-4.3%,-6%,14%,5%,6.2%,0%
OCCN1CCN(c2cc(C(F)(F)F)nc3c(F)cccc23)CC1,-9%,24,612,10%,nt,-3%,0%,-1%,nt,4%
O=S(=O)(c1cccs1)N1CCN(S(=O)(=O)c2cccs2)CC1,-5%,5,707,24%,-4.5%,0%,-11%,4%,0.3%,3%
CCc1nnc(NC(=O)CSc2nnc(COc3ccccc3)n2-c2ccc(C)cc2)s1,-8%,nt,nt,-9%,-1.7%,0%,10%,-2%,-2.6%,-8%
CCCOC(=O)COC(=O)c1ccccc1NC(=O)c1ccccc1,5%,16,736,2%,-22%,-1%,2%,4%,3.9%,-2%
Nc1cc2nsnc2cc1Br,14%,nt,nt,-44%,-3.0%,23%,-7%,7%,0.3%,-19%
Fc1ccc(NC(=S)NCCc2ccc(Cl)cc2)cc1,-8%,-4,581,-5%,-0.4%,0%,-30%,6%,3.6%,8%
COc1cccc(-n2c(CN3CCN(c4ccc(C)cc4)C(C)C3)nc3ccc([N+](=O)[O-])cc3c2=O)c1 (stereo not drawn),1%,-12,669,12%,-3.9%,2%,10%,11%,-1.1%,-6%
CC(=O)c1ccc(N(CC(=O)NCC2CCCO2)C(=O)CCC(=O)Nc2cc(C)on2)cc1 (stereo not drawn),-12%,-17,793,0%,nt,-4%,-3%,nt,nt,nt
O=C(NCc1ccc(F)cc1)c1ccc(CS(=O)(=O)Cc2ccccc2F)o1,-5%,nt,nt,-1%,-6.8%,-7%,6%,2%,-1.6%,3%
COc1ccc(S(=O)(=O)Nc2cc(S(=O)(=O)c3ccccc3)c(O)cc2C)cc1,-6%,-8,790,10%,nt,1%,18%,nt,nt,nt
CCOC(=O)c1c(C)[nH]c(C)c1C(=O)COC(=O)/C=C/c1cccc(F)c1,1%,0,674,30%,-0.8%,6%,6%,0%,0.9%,6%
COc1ccc(C2c3[nH]c4ccccc4c3CCN2C(=O)c2ccc(=O)n(C)n2)c(F)c1 (stereo not drawn),-6%,4,667,7%,-6.3%,-1%,-27%,-7%,-0.9%,-3%
COc1ccc(C)cc1NC(=O)Nc1cccc(C(=O)O)c1,-5%,-4,753,-11%,-6.7%,-4%,6%,-9%,-1.4%,11%
C=CCNC(=O)/C(C#N)=C/c1cc(Br)ccc1OC,-5%,4,721,0%,-20%,1%,-8%,4%,-2.2%,-4%
CCN(CC)c1ccc(-c2nc3cnccn3c2NC2CCCC2)cc1,-3%,nt,nt,7%,-1.4%,0%,7%,18%,-1.5%,16%
CCCCN=Cc1c(C)[nH]n(-c2ccccc2)c1=S,-2%,4,692,-12%,-8.2%,-9%,0%,-4%,nt,8%
COc1ccc(CCCc2nnc(SCC(=O)Nc3cc(C)ccc3C)o2)cc1,2%,1,695,-3%,-2.5%,-4%,19%,4%,-1.0%,13%
O=C(CN(C(=O)c1nsc(Cl)c1Cl)c1cccc(F)c1)NC1CCCC1,-8%,-9,817,-12%,nt,-5%,-6%,nt,nt,nt
CCCn1nnc(NC(=O)c2ccc(OC)cc2)n1,-6%,5,684,0%,-1.9%,4%,-16%,0%,-1.0%,-5%
O=C(c1ccc(Cl)cc1)n1cnc2ccccc21,-12%,2,799,-4%,nt,6%,6%,nt,nt,nt
C/C(CC1(O)C(=O)N(C)c2ccccc21)=N\O (stereo not drawn),-3%,nt,nt,-1%,-2.3%,0%,6%,4%,2.0%,-15%
Cc1ccc(S(=O)(=O)N(C)c2ccc(C(=O)Nc3cccnc3)cc2)cc1,-8%,12,877,1%,nt,-2%,25%,nt,nt,nt
Cc1ccc(NC(=O)Cc2cccs2)cc1Cl,-9%,-4,861,2%,nt,6%,-3%,nt,nt,nt
CCOC(=O)N1CCN(C(=O)c2n[nH]c(=O)c3ccccc23)CC1,-1%,-10,611,-1%,-3.4%,3%,-4%,6%,-0.2%,-3%
O=C(OCC1CCNCC1)c1ccc2c(c1)OCO2,-6%,nt,nt,-6%,nt,1%,8%,nt,nt,nt
CCOC(=O)Cc1nn(CC)c(=O)c2ccccc12,-10%,6,672,6%,-3.6%,3%,11%,nt,-0.5%,nt

# Sorted by heavy-atom count (falling): 14 of the compounds above
SMILES,LYP inhibition,Hep lipid drop,Hep lipid drop cells 6.5 µM,AID2073,XIAP displacement,SIAH1 antagonists,NOD2 inhibition,M1AAP inhibition,CSM14.1 death rescue,M17LAP inhibition
COc1cccc(-n2c(CN3CCN(c4ccc(C)cc4)C(C)C3)nc3ccc([N+](=O)[O-])cc3c2=O)c1 (stereo not drawn),1%,-12,669,12%,-3.9%,2%,10%,11%,-1.1%,-6%
CC(=O)c1ccc(N(CC(=O)NCC2CCCO2)C(=O)CCC(=O)Nc2cc(C)on2)cc1 (stereo not drawn),-12%,-17,793,0%,nt,-4%,-3%,nt,nt,nt
CCc1nnc(NC(=O)CSc2nnc(COc3ccccc3)n2-c2ccc(C)cc2)s1,-8%,nt,nt,-9%,-1.7%,0%,10%,-2%,-2.6%,-8%
COc1ccc(S(=O)(=O)Nc2cc(S(=O)(=O)c3ccccc3)c(O)cc2C)cc1,-6%,-8,790,10%,nt,1%,18%,nt,nt,nt
COc1ccc(OCc2cc(C(=O)N(C)CCC3CCOCC3)no2)c(Cl)c1,-1%,-11,593,-1%,nt,1%,-35%,nt,nt,nt
COc1ccc(C(c2nnnn2C(C)(C)C)N2CCN(C)CC2)cc1OC (stereo not drawn),-3%,nt,nt,-15%,-0.6%,9%,-7%,-3%,-0.2%,6%
O=C(CN(C(=O)c1nsc(Cl)c1Cl)c1cccc(F)c1)NC1CCCC1,-8%,-9,817,-12%,nt,-5%,-6%,nt,nt,nt
Cc1cccc(N(C)C(=O)CCS(=O)(=O)c2cccc3nonc23)c1,3%,-2,808,-9%,-0.7%,2%,1%,3%,-2.0%,2%
CCOC(=O)N1CCN(C(=O)c2n[nH]c(=O)c3ccccc23)CC1,-1%,-10,611,-1%,-3.4%,3%,-4%,6%,-0.2%,-3%
COc1ccc(C)cc1NC(=O)Nc1cccc(C(=O)O)c1,-5%,-4,753,-11%,-6.7%,-4%,6%,-9%,-1.4%,11%
O=C(OCC1CCNCC1)c1ccc2c(c1)OCO2,-6%,nt,nt,-6%,nt,1%,8%,nt,nt,nt
O=C(c1ccc(Cl)cc1)n1cnc2ccccc21,-12%,2,799,-4%,nt,6%,6%,nt,nt,nt
COc1cccc(NC(=O)C2CCCO2)c1 (stereo not drawn),-2%,5,818,11%,nt,-1%,5%,nt,nt,nt
Nc1cc2nsnc2cc1Br,14%,nt,nt,-44%,-3.0%,23%,-7%,7%,0.3%,-19%

# Continued:
SMILES,LYP inhibition,Hep lipid drop,Hep lipid drop cells 6.5 µM,AID2073,XIAP displacement,SIAH1 antagonists,NOD2 inhibition,M1AAP inhibition,CSM14.1 death rescue,M17LAP inhibition
Cc1cc(C)c(C(=O)CSC2=NC(N)=C(C#N)C3(CCCCC3)C2C(N)=O)cc1C (stereo not drawn),4%,-5,735,-1%,-18%,-5%,10%,5%,1.7%,17%
O=C(CN1c2ccccc2S(=O)(=O)c2ccccc21)NCc1ccc(F)cc1,-4%,25,700,7%,nt,-4%,6%,nt,nt,nt
CCOC(=O)CC1=CC(=O)Nc2ccccc2N1,-2%,nt,nt,-8%,-2.7%,0%,-4%,0%,1.8%,-1%
CN1CCN(c2nc(-c3ccccc3)nc(-c3ccccc3)c2C#N)CC1,3%,12,732,-10%,-8.7%,-7%,0%,1%,-0.3%,2%
Cc1c(CN2CCC(CO)(CCOc3ccccc3)CC2)c(=O)n(-c2ccccc2)n1C,-8%,2,656,-14%,-7.4%,-1%,7%,5%,-0.3%,10%
CC(=O)N1CCc2cc(Br)cc(S(=O)(=O)NCCCN3CCC(C)CC3)c21,-6%,nt,nt,-9%,1.0%,2%,-14%,1%,-0.7%,-14%
CCOC(=O)c1cnc2ccccc2c1Nc1cc(C(=O)O)ccc1C,-4%,-9,701,21%,-12%,3%,12%,0%,3.2%,12%
Cc1nc(NS(=O)(=O)c2cccs2)c2c3c(sc2n1)CCC3,-4%,nt,nt,-1%,-6.2%,-2%,7%,1%,0.4%,9%
CCCCCCNC(=O)CCCCCNS(=O)(=O)c1ccc(Br)cc1,0%,1,720,-6%,-8.6%,5%,1%,1%,-1.4%,2%
Cc1cccc(CNC(=O)c2ccccc2N)c1,-1%,25,707,5%,-3.6%,-3%,-22%,10%,-2.2%,-39%
